Screening results: PubChem, several laboratories
MEKK2wt PB1 HTS – raises or lowers MEK5 binding to wildtype human MEKK2 PB1 domain | Q9Y2U5 | bead flow cytometry, Alexa488-MEK5 binding to MEKK2 WT; actives lie on both sides | binding response (% of control), % at 10 µM | 290,000 tested, 1.1% active | AID 1531; in the data active = binding response below about 67% or above about 130%
SUMO HTRF inh – inhibitors of human SUMOylation (UBC9). HTRF SUMOylation assay, SAE1/SAE2 + UBC9, in vitro. inhibition, % at 35 µM. P63279. 290,000 tested, 0.36% active; in the data active = inhibition above about 50%, passing the limit was not always enough; note: strong numbers were not always called active
Target sequence (P63279 whole entry, looked up): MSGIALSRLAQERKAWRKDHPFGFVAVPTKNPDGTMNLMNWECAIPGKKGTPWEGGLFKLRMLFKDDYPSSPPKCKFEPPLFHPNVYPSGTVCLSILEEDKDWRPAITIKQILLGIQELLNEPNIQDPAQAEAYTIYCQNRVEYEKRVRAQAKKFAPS
MEKK3 PB1 HTS – MEKK3-MEK5 PB1 interaction, increase or decrease; AID 1529; 290,000 tested, 1.4% active; binding response (% of control), % at 10 µM; bead-based flow cytometry, Alexa488-MEK5 binding to MEKK3; actives lie on both sides; 0 = blocked by unlabeled MEK5, 100 = vehicle;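 active = binding response more than 3 SD above or below the average of its plate-row segment, actives on both sides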;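 note: Alexa488 bead fluorescence after subtracting the streptavidin-only scavenger bead signal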
MEKK2mut PB1 HTS – signal of MEK5 binding to mutant human MEKK2 PB1 domain; bead flow cytometry, Alexa488-MEK5 binding to MEKK2 mutant; 290,000 tested, 0.35% active; percent response, % at 10 µM; AID 1530; in the data active = percent response above about 24%, passing the limit was not always enough; note: inactives centre near 1; some results filed as inactive read as strong as hits
CRFBP-R2 block – antagonists of CRF-binding protein/CRF-R2 receptor complex | inhibition, % at 11.8 µM | HEK293 CRF-R2/CRF-BP, CRF-induced calcium fluorescence | 350,000 tested, 0.59% active;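 active = inhibition of the ligand-induced calcium signal above about 50% at the single tested concentration, limit read from the data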
HCV NS3 hel inh – HCV NS3 helicase inhibition. NS3 helicase DNA unwinding, Cy5 molecular beacon fluorescence. inhibition, % at 10.9 µM. 290,000 tested, 0.56% active. AID 1800;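 active = inhibition above the mean of all tested compounds plus 3 SD, set per campaign, cut at about 35% in these data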;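 note: 0% = DMSO wells and 100% = thioflavine S control wells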
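System: NS3 helicase fragment of HCV / Schedule: 1 h at 25 °C / Control set: DMSO alone as 0% and 110 µM thioflavine S as 100% / Reagent: Cy5/quencher beacon DNA duplex and ATP to start / Technique: Cy5 fluorescence / Replication: singlicate / Evaluation: % inhibition of end-to-start signal ratio versus controls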
CRFR2-BP ag – CRF-BP/CRF-R2 complex agonism; HEK293 CRF-R2/CRF-BP, calcium dye fluorescence (FLIPR); percent of saturating CRF peptide response; activation, % at 13.2 µM; 350,000 tested, 0.46% active;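 active = activation of at least 50%, plus an integration ratio under a set limit after plate pattern correction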;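 note: plate controls were neutral control wells without compound for no effect and CRF at EC100 for full effect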
GalR3 antagonist – blocks the human galanin receptor 3; O60755; HEK293 GalR3-CNG cAMP membrane potential fluorescence; galR3 body fused to GalR1 C-terminus; inhibition, % at 3 µM; 360,000 tested, 0.44% active;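 active = inhibition above the screen-wide average plus 3 SD, cut at about 13% in these data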;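 note: forskolin and galanin both at EC90 stimulate the cells; cAMP rise reported by CNG channel membrane potential dye signal; 0% = forskolin plus galanin with DMSO and 100% = forskolin alone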
Target sequence (O60755 1-299 limits assumed): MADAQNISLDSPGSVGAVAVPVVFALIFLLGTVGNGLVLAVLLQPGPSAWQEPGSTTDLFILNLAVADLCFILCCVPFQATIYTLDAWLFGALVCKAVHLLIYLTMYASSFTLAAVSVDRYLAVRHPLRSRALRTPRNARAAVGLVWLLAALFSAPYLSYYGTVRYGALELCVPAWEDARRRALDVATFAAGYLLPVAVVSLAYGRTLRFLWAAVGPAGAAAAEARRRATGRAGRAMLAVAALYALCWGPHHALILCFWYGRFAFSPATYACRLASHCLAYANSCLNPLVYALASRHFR
DNA FID counter – counter-screen for HCV NS3 helicase inhibitors: DNA intercalator displacement; DNA fluorescent intercalator displacement, fluorescence; inhibition, % at 7.9 µM; 290,000 tested, 0.17% active; AID 1845; in the data active = inhibition above about 37%;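 note: 0% = vehicle and 100% = reference compound; higher means more ethidium bromide displaced from hairpin DNA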
An asterisk follows results filed as active; · = not tested or not shown.

A first look:
SMILES	MEKK2wt PB1 HTS	SUMO HTRF inh	MEKK3 PB1 HTS	MEKK2mut PB1 HTS	CRFBP-R2 block	HCV NS3 hel inh	CRFR2-BP ag	GalR3 antagonist	DNA FID counter
Cc1ccnc(NC(=O)Cn2cc([N+](=O)[O-])cn2)c1	94	-7	97	-7	7	-11	-0.5	3	0
CC(C)(C)c1cccc(C2(O)C(=O)c3ccccc3C2=O)c1O	91	-2	90	-18	-1	5	-0.7	-4	-23
CCOCCCn1c(SCc2ccccc2)nnc1-c1ccncc1	102	-2	106	3	9	9	-1.1	-7	-24
Cc1ccc(C(C)C)c(OCCCNCc2cccnc2)c1	109	-1	100	3	-35	-10	-2.5	1	8
CC(C)SCCCCOc1ccc2ccccc2c1	134	20	112	16	-5	-21	-3.3	-4	0
CCOC(=O)N1CCN(C(=O)c2ccc3nc(C)sc3c2)CC1	106	6	104	7	3	-3	-0.6	-2	-10
COc1cc(/C=C2\N=C3CCCCCN3C2=O)ccc1O	107	-14	103	7	-10	14	11	-5	-2
NS(=O)(=O)c1ccc(CCNC(=O)CNC(=O)c2ccccc2F)cc1	108	9	103	7	3	-1	0.7	-6	-4
O=C(NC(=S)NCc1ccccc1)c1ccccc1[N+](=O)[O-]	90	3	95	-10	11	-13	1.0	-1	10
Cc1cc(NC(=O)CSc2nnc(COc3cccc(C)c3C)n2Cc2ccco2)no1	101	29	97	1	15	1	-1.2	-4	-1
COc1ccc(NC(=O)c2ccc(Br)o2)c([N+](=O)[O-])c1	99	3	90	-29	1	10	-1.1	0	12
COc1ccccc1CN(Cc1nc2ccccc2c(=O)[nH]1)C(=O)Nc1ccc(C)cc1	116	-4	103	11	-15	2	0.3	-4	-9
COc1ccc(-n2c(COc3cccc(C)c3)n[nH]c2=S)cc1	97	-2	94	2	-4	9	-0.6	-7	-21

The list itself (from the top)
SMILES	MEKK2wt PB1 HTS	SUMO HTRF inh	MEKK3 PB1 HTS	MEKK2mut PB1 HTS	CRFBP-R2 block	HCV NS3 hel inh	CRFR2-BP ag	GalR3 antagonist	DNA FID counter
Cc1ccnc(NC(=O)Cn2cc([N+](=O)[O-])cn2)c1	94	-7	97	-7	7	-11	-0.5	3	0
CC(C)(C)c1cccc(C2(O)C(=O)c3ccccc3C2=O)c1O	91	-2	90	-18	-1	5	-0.7	-4	-23
CCOCCCn1c(SCc2ccccc2)nnc1-c1ccncc1	102	-2	106	3	9	9	-1.1	-7	-24
Cc1ccc(C(C)C)c(OCCCNCc2cccnc2)c1	109	-1	100	3	-35	-10	-2.5	1	8
CC(C)SCCCCOc1ccc2ccccc2c1	134	20	112	16	-5	-21	-3.3	-4	0
CCOC(=O)N1CCN(C(=O)c2ccc3nc(C)sc3c2)CC1	106	6	104	7	3	-3	-0.6	-2	-10
COc1cc(/C=C2\N=C3CCCCCN3C2=O)ccc1O	107	-14	103	7	-10	14	11	-5	-2
NS(=O)(=O)c1ccc(CCNC(=O)CNC(=O)c2ccccc2F)cc1	108	9	103	7	3	-1	0.7	-6	-4
O=C(NC(=S)NCc1ccccc1)c1ccccc1[N+](=O)[O-]	90	3	95	-10	11	-13	1.0	-1	10
Cc1cc(NC(=O)CSc2nnc(COc3cccc(C)c3C)n2Cc2ccco2)no1	101	29	97	1	15	1	-1.2	-4	-1
COc1ccc(NC(=O)c2ccc(Br)o2)c([N+](=O)[O-])c1	99	3	90	-29	1	10	-1.1	0	12
COc1ccccc1CN(Cc1nc2ccccc2c(=O)[nH]1)C(=O)Nc1ccc(C)cc1	116	-4	103	11	-15	2	0.3	-4	-9
COc1ccc(-n2c(COc3cccc(C)c3)n[nH]c2=S)cc1	97	-2	94	2	-4	9	-0.6	-7	-21
COc1ccc(N(C(=O)CNC(=O)c2cccs2)C(C(=O)NCC2CCCO2)c2ccccc2)cc1OC (centres undefined)	85	6	96	-11	-6	-19	-0.6	-6	-27
COc1ccc2c(c1)c(=O)c(C(=O)c1ccccc1)cn2Cc1ccc(C)cc1	99	-15	114	1	6	-15	-0.1	-2	-36
CCC(C)(C)C1CCc2c(sc(NC(=O)c3ccoc3C)c2C(N)=O)C1 (centres undefined)	·	-6	·	·	-3	0	-0.8	-4	-8
CN(CC(=O)NC(=O)NCc1ccccc1)Cc1ccc(Cl)cc1	105	-3	105	8	0	25	-0.6	4	-8
CC(OC(=O)c1ccncc1)C(=O)Nc1cccc([N+](=O)[O-])c1 (centres undefined)	94	-2	85	-2	5	-4	3.8	-3	10
COc1ccc(C)cc1NC(=O)C1CCN(C(=O)C2CC(=O)N(c3ccc(C)cc3)C2)CC1 (centres undefined)	109	8	102	4	5	4	0.1	-7	-44
O=C(O)c1cccc(NC(=S)NCc2ccccc2)c1	94	19	95	-2	-8	-9	2.7	0	-3
Cc1ccc(-n2sc3ccccc3c2=O)cc1	91	-33	101	-4	29	3	4.0	-5	-6
Cc1ccc(Cl)cc1N1CCN(Cc2nnnn2Cc2ccco2)CC1	·	4	·	·	33	-7	-0.7	-6	-24
CCOc1ccc(N(CC(=O)N/N=C/c2cc(Br)c(C)o2)S(C)(=O)=O)cc1	93	-4	95	-14	-5	3	-0.8	-4	-12
O=C(NCc1ccccc1)c1ccc2c(=O)[nH]c3c(C(=O)NCC4CCCO4)sc(=S)n3c2c1 (centres undefined)	85	2	93	-11	27	18	-4.5	9	-1
O=C(O)c1ccc(CNCc2ccc(F)cc2)cc1	87	-6	91	-13	-29	-1	-0.8	3	-1
CCCCCOC(=O)c1ccc(NC(=O)c2cccc(NC(=O)c3ccccc3C(=O)O)c2)cc1	97	10	97	0	-6	-6	-0.4	-5	-27
COc1ccc(-n2nnnc2/C=C\Nc2ccc(C)cc2)cc1	100	-4	107	3	24	-15	0.5	2	-12
CCOC(=O)c1nn(-c2ccccc2F)c(C)c1C(C)=O	·	-20	·	·	6	-1	-0.7	-4	-1
O=C(CNc1ccccc1)N/N=C/c1ccc([N+](=O)[O-])cc1	106	5	134*	0	-22	5	-1.0	-1	-1
Clc1ccc(-c2cn3cc(Br)ccc3n2)cc1Cl	109	-15	150*	0	28	7	5.0	-3	-2
CC(C)c1ccc(-c2cc(C(=O)N3CCOCC3)c3cc(Br)ccc3n2)cc1	97	12	105	2	-28	-8	3.7	4	-12
O=C(O)CC(SCC(=O)NC1CCCc2ccccc21)C(=O)O (centres undefined)	99	37	102	2	9	-1	0.5	-8	-5
CCOc1ccccc1NC(=O)CCS(=O)(=O)c1ccc2c(c1)CC(C)N2C(C)=O (centres undefined)	96	15	97	0	5	2	0.0	5	-25
COc1ccc(NC(=O)CCS(=O)(=O)c2ccc3c(c2)CCCN3C(C)=O)cc1	103	9	103	2	12	6	-2.2	1	1
COc1cc(/C=C/C(=O)O)cc(OC)c1O	106	·	103	4	-10	·	-2.3	·	·
COc1ccc(Cl)cc1NC(=O)Cn1c(=O)oc2ccccc21	100	14	100	4	17	9	-1.2	-4	-2
CCOC(=O)CCCN1CC(O)=C(c2nc3ccccc3s2)C1=N	107	2	117	5	-6	15	1.1	-5	-21
CCOC(=O)C1Nc2ccc(C)cc2C2C=CCC12 (centres undefined)	93	·	83	-2	11	·	-1.7	-6	·
CCOC(=O)c1ccc(NC(=O)COc2ccccc2CNCCc2ccccc2)cc1	206*	-20	102	39	-64	-69	13	-7	34
CCOc1ccc(CCNC(=O)CN(C)S(=O)(=O)c2ccc3c(c2)CCC(=O)N3)cc1OCC	101	22	103	2	-12	-1	1.3	-3	-25
O=c1[nH]c2ccccc2c(O)c1SCCO	94	0	100	-2	5	1	-1.1	2	4
CCOc1ccc(C(OC(=O)c2ccco2)C(=O)NCc2ccc(C)cc2)cc1 (centres undefined)	100	-16	103	1	6	-14	-1.0	-5	-12
Cc1ccc(NC(=S)NCc2ccccc2)c(C)c1	104	9	100	3	25	6	0.3	-9	-4
CCc1ccccc1NC(=O)COc1cccc2ccc(C)nc12	113	9	110	4	-11	-1	-0.8	3	-22
C/C(Cn1cnc([N+](=O)[O-])n1)=N\NC(=O)c1cccnc1	109	-6	110	3	4	-2	0.1	0	-6
C=CCSc1nc2ccccc2n2cnnc12	110	21	104	5	16	9	0.3	-5	-6
COc1ccc(-c2csc(Nc3ccc(S(N)(=O)=O)cc3)n2)cc1OC	101	1	97	-6	7	-28	0.8	-4	5
COC(=O)c1sc(NC(=O)Cc2cccs2)nc1C	104	-1	104	1	-16	1	-1.3	-1	-3
Cc1cc(C(F)(F)F)nc(-n2cc(-c3cccc(N)c3)nn2)n1	106	-1	105	16	-6	8	-0.1	-4	-4
CN(CCCN1CCCCC1)C(=O)c1cc(COc2ccc(F)cc2F)on1	109	7	100	5	7	3	1.4	2	8
CN(C(=O)c1ccccc1Cl)C1CCCCC1	81	13	72	-16	-6	17	-0.8	-7	-16
CCOC(=O)N1CCN(c2cc(NCCC(=O)O)c3c4c(onc24)-c2ccccc2C3=O)CC1	·	-56	·	·	15	36*	-3.3	·	-23
O=C(O)C1Cc2[nH]cnc2C(c2cccc([N+](=O)[O-])c2)N1 (centres undefined)	96	1	105	0	-4	0	1.7	-3	-2
CC(=O)Nc1ccc(S(=O)(=O)Nc2nc3cc4c(cc3nc2Cl)OCCO4)cc1	98	18	95	-4	8	4	1.5	-4	-3
O=C(/C=C/c1cccc(F)c1)Nc1ccc(S(=O)(=O)Nc2ncccn2)cc1	106	11	103	21	0	-8	0.5	0	-16
CCOc1ccc(CCNC(=O)C2=C(C)C(=O)OC23CCC(C)CC3)cc1 (centres undefined)	100	-2	105	10	-27	-6	0.6	·	-20
O=C(Nc1cc(C(F)(F)F)ccc1Cl)c1cc2nc3c(c(C(F)(F)F)n2n1)CCCC3	100	14	100	1	9	0	3.6	2	-1
CCC(=O)NNc1nc2c(C)cc(C)cc2s1	93	9	107	2	-10	6	-1.1	2	-19
Cc1cc(NC(=O)CNC(=O)C2CCCCC2)no1	106	13	105	4	16	9	-2.1	-1	0
Clc1ccc(C2Nc3cccc4cccc(c34)N2)cc1	101	28	104	15	-3	69*	-2.5	-6	-8
Cc1cc(NCCCN2CCOCC2)n2ncc(-c3ccc(Cl)cc3)c2n1	147*	-14	109	23	-3	-26	0.8	-2	8
CCc1ccc(-c2nc(NC(=O)c3ccc(OCC(=O)Nc4ccc(F)cc4)c(OC)c3)sc2C)cc1	105	-10	100	11	-13	0	1.6	-3	-2

An excerpt; count on the stated rates, not on these rows.
